# CASP6 VEID inh: human caspase-6 inhibitors, primary screen, biochemical, VEID-R110 fluorescence, single point, set 2 | P55212 | purified caspase-6, Z-VEID-R110 cleavage fluorescence | inhibition, % at 12.5 µM | hit rate 0.53% among 350,000;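 active means mean inhibition across replicates at least about 35%, with every replicate also reaching that limit, limit read from the data; inconclusive means only one of the two criteria met; inactive means neither criterion met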;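 further: 0% = median of neutral control wells and 100% = no fluorescence left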
# Xi reactivation: activators of inactive X chromosome reactivation, primary screen, imaging, XiGFP fibroblasts, GFP high-content imaging, set 2; activation, % at 7.58 µM; AID 743238, 2013; hit rate 0.055% among 360,000; XiGFP mouse fibroblasts, % GFP-positive cells imaging, 3 d; cells co-treated with 5-aza-dC sensitizer; scaled so ellipticine positive control = 100%;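 active means mean normalized replicate activation at least 10% and every replicate at or above 10%; inconclusive means only one of the two criteria met; inactive means mean below 10% and not all replicates reach 10%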;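 further: 0% = median of on-plate neutral control wells and 100% = ellipticine 6 µM median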
#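 assay system = SV40-immortalized XiGFP fibroblast cells, line 68-5-11 | buffer or medium = DMEM plus 5-aza-dC sensitizer | doses = single-point pinned compound dosing | times = 3-day compound exposure, then 15 min fixation at room temperature | benchmarks = positive control ellipticine, 6 µM final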
# F508del corr: F508del CFTR correction, initial screen, CFBE line, single point; CFBE cells, YFP halide quenching; stimulated with forskolin plus potentiator P3; % fluorescence drop versus neutral controls; activity (quench increase), % at 7.58 µM; hit rate 0.36% among 350,000;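 active means mean added fluorescence quench of at least 8% versus neutral control, with both replicates also reaching 8%; inconclusive means only one of the mean or replicate conditions met; inactive means mean below 8% and not both replicates reaching 8%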;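 further: cells transiently co-express mutant CFTR-F508del with the halide-sensitive YFP; corrector assay measuring rescue of mutant channel to the surface after 24 h compound exposure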
# RAD52 inh: RAD52 DNA annealing inhibitors, primary screen, biochemical, FRET, single point, set 2; DNA repair protein RAD52 homolog (Homo sapiens), P43351; recombinant RAD52 DNA annealing, FRET fluorescence; inhibition, % at 18.7 µM; hit rate 0.46% among 360,000; AID 651710, 2012;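 active means every replicate showing at least 50% inhibition; inconclusive means mean inhibition at least 50% but not in every replicate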
# Target sequence (P43351 whole entry, looked up): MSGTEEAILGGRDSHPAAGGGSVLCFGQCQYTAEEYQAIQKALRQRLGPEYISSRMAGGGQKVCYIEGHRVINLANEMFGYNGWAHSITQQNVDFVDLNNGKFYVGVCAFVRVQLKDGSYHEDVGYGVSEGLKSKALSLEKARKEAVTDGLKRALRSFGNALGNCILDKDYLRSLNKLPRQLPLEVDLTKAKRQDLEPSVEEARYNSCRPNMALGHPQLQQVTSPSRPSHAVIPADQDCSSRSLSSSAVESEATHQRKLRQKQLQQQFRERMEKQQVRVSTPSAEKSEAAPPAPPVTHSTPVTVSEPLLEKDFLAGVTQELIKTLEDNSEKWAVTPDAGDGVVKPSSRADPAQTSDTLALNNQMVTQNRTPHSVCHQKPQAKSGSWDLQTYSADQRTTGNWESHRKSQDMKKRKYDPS
# INS-1E GSIS act: GLuc luminescence reporter in INS-1E cells, primary screen for activators of glucose-dependent secretion of insulin; INS-1E GLuc reporter insulin secretion, 2-3 h; activation, % at 16.6 µM; hit rate 0.61% among 370,000; AID 743287, 2014;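 active means lowest replicate activation of at least 40%, so every replicate reaches that level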;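 further: 0% = median of neutral control wells and 100% = median of IBMX positive control wells; some compounds called inactive have numbers as strong as hits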
# RAD54 inh: inhibitors of human RAD54 branch migration, primary screen, biochemical, fluorescence, single point; hit rate 0.14% among 360,000; RAD54 Holliday junction branch migration, FAM/BHQ fluorescence; inhibition, % at 10.4 µM; DNA repair and recombination protein RAD54-like (Homo sapiens), Q92698;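 active means mean normalized replicate activity at least 40 and at least half of replicates scoring 40 or more; inconclusive means only one of the two criteria met; inactive means mean below 40 and under half of replicates reaching 40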;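 further: 0% = median of neutral control wells and 100% = median of positive control wells; inhibitors cause a drop in the FAM fluorescence signal; in these data hits start at about 50%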
# E-sel inducer: E-selectin induction in HUVECs, primary screen, imaging, HUVEC, immunofluorescence imaging, single point | normalized: neutral wells 0, TNF-alpha wells 100 | activation, % at 7.58 µM | hit rate 0.37% among 260,000 | AID 686992, 2013;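 active means mean E-selectin-positive cell signal at least 10% of the positive control, reached in at least 60% of replicates, without over 20% cell loss; inconclusive means no rule given, readout overlaps actives, possibly toxicity-flagged; inactive means the rest, including those meeting only one limit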;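 further: in these data hits start at about 27%; measured in HUVEC primary endothelial cells; signal is the percent of cells scored E-selectin positive by PE staining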
# Target sequence (P16581 whole entry, looked up): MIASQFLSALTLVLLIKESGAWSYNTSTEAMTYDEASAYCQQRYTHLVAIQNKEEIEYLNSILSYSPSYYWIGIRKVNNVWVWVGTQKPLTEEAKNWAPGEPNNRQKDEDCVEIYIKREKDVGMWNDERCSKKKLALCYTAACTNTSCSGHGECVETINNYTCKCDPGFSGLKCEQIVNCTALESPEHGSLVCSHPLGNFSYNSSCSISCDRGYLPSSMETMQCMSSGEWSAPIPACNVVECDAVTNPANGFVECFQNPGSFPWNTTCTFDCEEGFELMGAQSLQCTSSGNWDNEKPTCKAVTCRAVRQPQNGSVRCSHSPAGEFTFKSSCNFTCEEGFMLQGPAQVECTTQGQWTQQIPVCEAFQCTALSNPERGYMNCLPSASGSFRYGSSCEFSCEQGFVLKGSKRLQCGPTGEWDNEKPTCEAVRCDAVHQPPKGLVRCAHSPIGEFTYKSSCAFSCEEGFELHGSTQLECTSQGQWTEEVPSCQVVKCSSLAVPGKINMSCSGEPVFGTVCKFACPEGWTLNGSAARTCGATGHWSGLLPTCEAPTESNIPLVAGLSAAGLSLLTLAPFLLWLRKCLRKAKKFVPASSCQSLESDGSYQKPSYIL
#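 assay system = HUVEC, human umbilical vein endothelial cells | input = 3,000 HUVEC seeded per well | medium = EGM-2 growth medium on 0.1% gelatin-coated wells | dosing = one compound dose added by pin transfer | signal = immunofluorescence imaging | read-out basis = % PE-positive cells | control set = TNF-alpha, DMSO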
# DENV2 CPE rescue: inhibitors of DENV2 cytopathic effect, primary screen, cell-based, plate reader, single concentration; CPE inhibition, % at 9.99 µM; AID 651640, 2012; hit rate 1.7% among 350,000; DENV2-infected cells, cytopathic effect rescue; in the data active means CPE inhibition above about 20%, passing the limit was not always enough; inconclusive means no clear call, values can overlap the other calls; tested in BHK-21 cells;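 further: 0% = median of neutral control wells and 100% = median of positive control wells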
# Active calls of the source: *; ? = inconclusive; / = no result given; & = joins results of further samples.
SMILES,CASP6 VEID inh,Xi reactivation,F508del corr,RAD52 inh,INS-1E GSIS act,RAD54 inh,E-sel inducer,DENV2 CPE rescue
COc1cccc(CNc2ncc(C(=O)Nc3cc(OC)c(OC)c(OC)c3)c(C)n2)c1,1,0.2,4.2,-13,-1,-7,/,-3
Cc1ccc(S(=O)(=O)N(C)C[C@@H]2OCCCC[C@H](C)Oc3ccc(NC(=O)NC4CCCCC4)cc3C(=O)N([C@H](C)CO)C[C@H]2C)cc1,1,0.0,-0.7,11,-7,-9,-0.3,1
Cc1ccc(C(=O)N2CCN(c3ccc(NC(=O)CSc4ccc(Cl)cc4)cc3)CC2)cc1,/,0.0,-0.2,/,20,9,4.1,/
COc1ccc(C(=O)NNC(=O)C2(C)CC2(Br)Br)cc1 (centres undefined),4,0.0,-3.7,-4,-9,-13,/,-1
C[C@H](CO)N1C[C@H](C)[C@@H](CN(C)Cc2ccc(C(=O)Nc3ccccc3N)cc2)Oc2ccc(NC(=O)CCN3CCOCC3)cc2C1=O,0,-0.9,-0.6,3,19,/,4.8,-5
CN1C(=O)c2cc(NC(=O)c3cccs3)ccc2OC[C@@H]2O[C@H](CC(=O)N3CCCCC3)CC[C@@H]21,/,0.2,0.6,-3,-4,6,0.4,1
Cc1noc(C)c1NC(=O)Nc1ccc2c(c1)CC(=O)N([C@@H](C)CO)C[C@H](C)[C@H](CN(C)Cc1ccc(C(=O)Nc3ccccc3N)cc1)O2,2,-0.4,-0.6,-8,21,/,0.6,3
COc1ccc(/C=N/NC(=S)NCCc2ccccc2)cc1,-2,0.2,-2.5,-10,6,7,0.1,-6
CC1(C)C(=O)Nc2ccccc2N1C(=O)COC(=O)c1cccnc1,8,0.3,-0.4,1,11,-9,/,-5
Cc1ccc(C)c(Cn2nc(-c3ccccc3)ccc2=O)c1,0,0.0,2.7,-5,-33,1,/,-4
O=C(O)c1ccc(F)c(S(=O)(=O)Nc2ccccc2Cl)c1,0,/,-1.7,-7,3,/,/,12
COc1cccc(-c2sc3ccc(OC)cc3c2-c2ccc(OCCN(C)C)cc2)c1,-3,0.1,0.4,-34,132*,3,/,-16
COc1ccc(CCNC(=O)c2ccc(CS(=O)(=O)Cc3ccc(C)cc3)o2)cc1OC,-2,0.2,1.6,-12,-8,10,-0.2,1
c1ccc2nc(N3CCCC3)c(N3CCCCC3)nc2c1,-1,0.0,-2.0,-55,-10,7,1.8,0
Cc1cc(OCC(=O)NCc2ccncc2)c2c(C)cc(=O)oc2c1,2,0.1,-2.7,-16,19,7,0.5,1
O=C(C[C@H]1C=C[C@@H](NC(=O)Cc2cccnc2)[C@@H](CO)O1)NCc1ccc2c(c1)OCO2,0&-2,0.1&0.0,-2.1&3.8,9&-8,0&13,-2,1.6&2.1,-2&0
COc1ccc(NC(=O)c2cc(N3C(=O)C4C5CCC(C5)C4C3=O)ccc2Cl)c(OC)c1 (centres undefined),0,0.2,2.4,-6,-10,-2,0.2,-1
CCCCN1C(=O)CCC(C(=O)O)C1c1ccc([N+](=O)[O-])cc1 (centres undefined),-6,0.3,-3.4,-17,-3,-1,/,-1
Cc1csc(C(C#N)C(=O)c2cc3ccccc3o2)n1 (centres undefined),6,/,/,-55,-31,-12,/,/
COc1ccccc1N1C(=O)CSC1=NC(=O)c1ccccc1,2,0.0,-0.4,-23,3,/,0.2,1
Cc1ccc(S(=O)(=O)N2CC[C@@H]2C(=O)O)cc1,0,0.1,-0.7,-11,/,-2,0.0,2
C[C@@H]1CN([C@@H](C)CO)C(=O)c2cc(-c3ccc(C#N)cc3)cnc2O[C@H]1CN(C)CC1CCCCC1,-4,-0.1,2.3,-9,1,9,0.3,1
CC(=O)c1c(C)[nH]c(C(=O)N2CCCC(C)C2)c1C (centres undefined),-2,0.0,-2.9,-14,13,-4,0.1,2
O=C(CCl)NC(Cc1ccccc1)C(=O)OCC(=O)c1ccc(-c2ccccc2)cc1 (centres undefined),-3,0.2,2.3,-3,5,/,1.9,6
COc1ccc2sc(SCCCS(=O)(=O)O)[n+](CCCS(=O)(=O)[O-])c2c1,6,0.0,-1.2,-25,10,8,/,13
CCCc1nnc(SCC(=O)Nc2nc(C)cs2)n1CCOC,2,0.3,-1.1,-7,14,-6,/,5
CCC(=O)N1[C@H](C#N)[C@H](c2ccccc2-c2cccc(C)c2)[C@@H]1CO,2,0.0,0.1,-16,-10,/,0.0,24*
O=C1SC(SC(=Nc2ccccc2)Nc2ccccc2)C(=O)N1c1ccccc1 (centres undefined),0,0.1,2.0,-3,-3,/,-0.3,1
Nc1cc(=O)[nH]c(=O)n1CCc1ccccc1,-2,0.3,1.8,-19,-4,2,0.4,-2
Cc1nc2ccccc2n1CC(O)COc1ccc(Br)cc1 (centres undefined),0,0.0,-0.2,-12,-38,/,/,-4
Cc1ccc(Cn2cc(CN3CC(N4CCN(CCO)CC4)CS3(=O)=O)nn2)cc1 (centres undefined),-15,0.4,-1.4,-13,3,/,2.8,-14
C[C@@H]1CN([C@@H](C)CO)S(=O)(=O)c2ccc(-c3ccccc3)cc2O[C@@H]1CN(C)Cc1ccccc1C(=O)O,2&0&2,0.2&0.2,1.3&-0.5&0.3,6&11&3,-3&2,-6&-4,3.3&0.7,2&0&17
Cc1c(C(=O)N(Cc2ccccc2)Cc2cccnc2)cnn1-c1ccc(F)cc1,-3,0.1,-1.4,-6,-3,/,0.1,-4
CCCCC(=O)Nc1ccc(C(=O)Nc2cc(C(F)(F)F)ccc2Cl)cc1,/,0.2,/,/,17,6,0.1,/
CCOc1ncccc1C(=O)Nc1cccc(-c2nnc3n2CCCCC3)c1,-5,0.0,-2.4,-21,-2,6,1.2,2
COc1cc(Cl)ccc1NC(=S)N(CCN1CCOCC1)C1CCN(C(C)=O)CC1,4,-0.2,1.3,3,7,/,/,-4
CCc1nn(C(C)C(=O)NCc2cccc(Cl)c2)c(=O)c2cc3occc3n12 (centres undefined),0,0.0,-0.7,-14,-4,-1,/,7
COc1cccc(CNC(=O)[C@H](CCSC)NC(=O)N2CCn3c2nc2ccccc23)c1,2,0.1,0.3,-32,-45,-7,/,5
C[C@@H]1CN([C@H](C)CO)C(=O)c2cc(-c3ccccc3F)cnc2O[C@@H]1CN(C)Cc1cccc(F)c1,-1,-1.3,2.7,10,-36,10,-0.1,2
O=C(COC(=O)c1ccccc1C(=O)N1CCN(c2ccccc2)CC1)NCc1ccccc1,1,0.2,0.5,-97,-5,-13,-2.2,1
Cc1ccc(S(=O)(=O)N[C@H]2CC[C@H](CCNC(=O)C3CCC3)O[C@@H]2CO)cc1,2,3.4,-0.8,13,11,-2,-0.1,-8
CC(C)CC#Cc1ccc([C@@H]2[C@@H](CO)N3C(=O)CN(C(=O)Cc4ccccc4)C[C@@H]23)cc1,-2,0.4,-3.0,0,-6,/,-0.9,3
Cc1cc2ncc(S(=O)(=O)C(C)(C)C)c(N)n2n1,-1,-0.2,-2.6,-11,1,/,0.8,0
Cc1c(CC(=O)NCCCCCC(=O)O)c(=O)oc2c(C)c3oc4c(c3cc12)CCCC4,15,0.0,-5.9,17,10,7,0.4,12
O=C1CN(C(=O)/C=C/c2ccccc2F)c2ccccc2N1,2,-0.2,0.6,-20,-1,/,/,/
CCOc1ccccc1NC(=O)COC(=O)c1nc2nccc(C)n2n1,-1,0.0,-2.0,-9,5,12,0.9,9
COc1ccccc1NC(=O)N(C)C[C@@H]1Oc2cc(Br)ccc2S(=O)(=O)N([C@H](C)CO)C[C@H]1C,-1,0.1,0.7,-1,-10,3,-0.1,3
C[C@@H]1CCCCO[C@@H](CN(C)C(=O)C2CCCCC2)[C@H](C)CN([C@@H](C)CO)C(=O)c2cc(NC(=O)Cc3ccccc3)ccc2O1,0,0.0,-2.0,-5,-23,5,0.4,?
C[C@@H]1CN([C@@H](C)CO)C(=O)c2cccc(NC(=O)Nc3cccc4ccccc34)c2O[C@H]1CN(C)C(=O)Nc1ccc(F)cc1,-7,-0.1,-1.9,7,-5,-3,-1.9,11
CC(=O)Nc1ccc(S(=O)(=O)c2cc(O)ccc2O)cc1,11,0.1,-0.7,-9,8,5,/,6
# Additional structures:
SMILES,CASP6 VEID inh,Xi reactivation,F508del corr,RAD52 inh,INS-1E GSIS act,RAD54 inh,E-sel inducer,DENV2 CPE rescue
Cc1ccc(C(=O)Nc2ccc3ncccc3c2)cc1,2,0.1,-0.9,-11,11,2,0.0,3
COc1cccc2c3c(c(=O)[nH]c12)CC(C)(C)O3,1,0.0,-1.9,-11,/,-2,1.5,2
Cc1ccc(S(=O)(=O)CCC(=O)OCC(=O)c2cc(C)n(C)c2C)cc1,1,-0.1,3.5,-49,-2,7,/,5
CC(C)CNC(=O)CN(C)S(=O)(=O)c1ccc(F)cc1,8,0.4,/,4,/,/,/,0
Cc1ccc(S(=O)(=O)N2CCN(C(=O)c3ccc(COc4ccccc4)o3)CC2)cc1,-3,0.1,-1.2,-14,-22,-4,5.1,-5
COCc1cn(-c2nc3ccccc3s2)nn1,-2,-0.1,-2.4,-1,-4,/,0.1,-7
COc1ccc(/C=C/C(=O)OCC(=O)c2ccc[nH]2)cc1,1,0.3,1.9,-28,0,-3,/,4
CN1C(=O)c2cc(NC(=O)c3cccc(F)c3)ccc2OC[C@@H]2O[C@@H](CC(=O)NC3CCC3)CC[C@@H]21,/,0.3&0.1,0.5&0.1,/,-1&-5,-9&0,0.1&0.2,-5&-3
Cn1c(Nc2ccc(F)cc2)nc2ccccc21,-1,0.2,3.8,3,/,1,/,?
CCC(=O)N1CC2(C1)CN(S(=O)(=O)c1ccccc1)[C@@H](CO)c1[nH]c3cc(OC)ccc3c12,/,0.2,1.1,20,2,/,0.3,15
O=C(CN1C(=O)S/C(=C\c2ccccc2F)C1=O)NC1C=CS(=O)(=O)C1 (centres undefined),1,0.0,-0.1,-4,19,8,/,-2
COc1ccc(C(O)(c2ccccc2)C(C(=O)O)c2ccccc2)cc1 (centres undefined),-1,0.2,-0.9,-4,-6,1,3.9,-2
Cc1ccccc1OCC(=O)NC(=S)Nc1ccc(N2CCCC2)cc1,-2,0.0,-0.8,-22,8,/,/,0
Cc1ccc(OCC(=O)Nc2ccccc2C(=O)NC2CC2)cc1,-2,-0.1,-0.4,-23,6,-1,/,-2
O=C1N[C@@H](Cc2c[nH]c3ccccc23)COC(=O)[C@H](Cc2ccc(F)cc2)C/C=C\C[C@@H]1CC(=O)N(CCO)Cc1ccccc1,-2,0.0,-1.1,-24,-20,-3,0.0,-5
CCOC(=O)c1sc(NC(=O)c2ccncc2)c(C#N)c1C,3,0.0,2.9,-29,/,/,0.4,43*
